# TTR transcr act = TTR transcription activators in neuroblastoma reporter cells, primary screen, cell-based, luminescence, SH-SY5Y, TTR promoter Gaussia luciferase | 100% = recombinant luciferase protein wells | activation, % at 16.7 µM | 1.3% of 92,000 active | AID 1117267, 2014;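 active = activation above the mean of all tested compounds plus 3 SD, cut at about 9.5% in these data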;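 note: cells exposed to compounds for one day before reading; 0% = median of all test compound wells on the plate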
# Numbers without * were called inactive.
# Start of the data: the first four compounds (preview)
SMILES,TTR transcr act
Cc1nc(C)c(C(=O)O)s1,3.4
COc1ccc([C@H]2CC(=O)C=C(c3ccc(-c4ccccc4)c(F)c3)C2)cc1OC,2.1
CCCCSc1nnc(CSc2nc3nc(C)cc(C)n3n2)o1,-1.9
COc1ccccc1CC(=O)NC1CCCc2ccccc21 (stereo not drawn),-1.2

# The whole of this part, repeating the preview:
SMILES,TTR transcr act
Cc1nc(C)c(C(=O)O)s1,3.4
COc1ccc([C@H]2CC(=O)C=C(c3ccc(-c4ccccc4)c(F)c3)C2)cc1OC,2.1
CCCCSc1nnc(CSc2nc3nc(C)cc(C)n3n2)o1,-1.9
COc1ccccc1CC(=O)NC1CCCc2ccccc21 (stereo not drawn),-1.2
Cc1cc(C(=O)COc2ccc(C#N)cc2)c(C)n1-c1ccc2c(c1)OCO2,-1.7
COC(=O)c1ccc(C(c2c(C)[nH][nH]c2=O)c2c(C)[nH][nH]c2=O)cc1,-0.9
Cc1nc2c(ccc3nc(NC(=O)C(c4ccccc4)c4ccccc4)sc32)s1,-4.7
COc1ccccc1CNC(=O)[C@H](C)NC(=O)C1CCN(C(=O)[C@@H](N)Cc2ccccc2)CC1,0.0
O=C(N/N=C\c1ccc(F)cc1)c1ccc(F)cc1,-2.5
COC(=O)c1ccc(CNC(=O)c2ccc3c(c2)NC(=O)CS3)cc1,3.3
CCOC(=O)CC1C(=O)NCCN1S(=O)(=O)c1ccccc1 (stereo not drawn),0.9
Cc1ccc(C)c(S(=O)(=O)N2CCCOC2CNC(=O)C(=O)NCc2ccncc2)c1 (stereo not drawn),0.9

# Next section; the last 2 above are carried over.
SMILES,TTR transcr act
CCOC(=O)CC1C(=O)NCCN1S(=O)(=O)c1ccccc1 (stereo not drawn),0.9
Cc1ccc(C)c(S(=O)(=O)N2CCCOC2CNC(=O)C(=O)NCc2ccncc2)c1 (stereo not drawn),0.9
Cc1ccc(N2C(=O)c3ccccc3C2C(=O)c2ccc(O)cc2O)cc1 (stereo not drawn),0.7
OC(COc1cc(Cl)c(Cl)cc1Cl)CN1CCN(c2ncccn2)CC1 (stereo not drawn),-3.7
CCOc1ccc(NC(=O)CCN2CCN(C)CC2)cc1,2.9
COc1cc(/C=N/NC(=O)c2ccc3nc[nH]c3c2)cc(OC)c1OC(C)=O,-1.0
COc1ccc(OC)c(N(CC(=O)NCC2CCCO2)S(=O)(=O)c2ccccc2)c1 (stereo not drawn),-1.1
Oc1ccccc1Cc1c(O)ccc2ccccc12,-4.1
Nc1ncnc2c1ncn2[C@@H]1O[C@H](CNC(=O)OC[C@@H](N)Cc2ccccc2)[C@@H](O)[C@H]1O,1.5
Clc1ccc(CCNc2nc3ccccc3n3nnnc23)cc1,1.9
Cc1ccc(NC(=O)c2cccnc2)cc1S(=O)(=O)N(C)C,-0.8
COc1ccc(N(CC(=O)Nc2cc(C)ccc2C)S(=O)(=O)c2c(C)noc2C)cc1,-0.4
CCOC(=O)c1c(C)nc2c(c1-c1cc(OC)ccc1OC)C(=O)CC(C)(C)C2,0.7
CCc1ccc2c(c1)/C(=N/N(C)C(=S)NC)C(=O)N2,-0.6
Cc1ccccc1-n1c(-c2ccc(Br)o2)n[nH]c1=S,0.9
CC(NC(=O)CN1CCN(Cc2ccc(Cl)cc2)C1=O)c1ccc2c(c1)OCCO2 (stereo not drawn),-0.9
O=C1NC[C@H](Cc2ccccc2)N(C[C@H]2CCCN2C[C@H](Cc2ccccc2)N2C[C@H](Cc3ccc(O)cc3)N(CC3CCCCCC3)C(=O)C2=O)C1=O,-1.5
COc1ccc(OCC(=O)Nc2cc(-c3nn(C)c(=O)c4ccccc34)ccc2N2CCOCC2)cc1,-0.1
CN1C(=O)c2ccccc2OC1(C)Cc1ccccc1 (stereo not drawn),0.4
CCCCOc1ccc(C(=O)NCC(=O)N2CC(C)OC(C)C2)cc1 (stereo not drawn),-1.8
Cc1noc(C)c1S(=O)(=O)Nc1ccc(C#N)cc1,1.4
O=C(NN1C(=O)CSC1=S)c1cccnc1,0.9
CCN(C(=O)c1cnc(NC(C)C)cc1C(F)(F)F)c1ccc(Cl)cc1Cl,-3.1
Cc1cc(C)c2c(N)c(C(=O)c3ccccc3)oc2n1,0.6
O=C(Nc1ccc(S(=O)(=O)N2CCOCC2)cc1)c1ccc([N+](=O)[O-])o1,-1.5
COC(=O)C(C(=O)OC)=C(/C=C/C=C/N(C)C)N(C)C,-0.6
CCCCn1c(SCC(=O)Nc2nnc(CC)s2)nc2c1c(=O)n(C)c(=O)n2C,-0.2
CCC1(c2ccc(Cl)cc2)NC(=S)N(c2ccc(C)c(C)c2)N1 (stereo not drawn),-1.0
CS(=O)(=O)N(CC(=O)NCCSC1CCCCC1)c1cccc(F)c1,2.2
Nc1ncnc2c1ncn2[C@@H]1O[C@H](CNCc2ccccc2OCC(=O)N2CCCCC2)[C@@H](O)[C@H]1O,0.6
COc1ccc(OC)c(NC(=S)N(CCc2c(C)[nH]c3ccc(C)cc23)Cc2cccs2)c1,9.3
CCN(c1cccc(C)c1)S(=O)(=O)c1cccc(C(=O)O)c1,2.1
CC1CCCCC1NC(=O)COC(=O)c1ccc2c(c1Cl)C(=O)c1ccccc1C2=O (stereo not drawn),2.9
Cc1nn(CC(=O)NCCCN2CCCCC2C)c(=O)c2cccn12 (stereo not drawn),-1.1
CC(=O)N1CCN(Cc2nc3scc(-c4ccccc4)c3c(=O)[nH]2)CC1,0.1
CCOc1ccccc1/C=N/NC(=O)CNC(=O)c1cccs1,-0.7
O=C(O)CC1C(=O)NCCN1CCCc1ccccc1 (stereo not drawn),-0.1
Cc1ccccc1OCC(=O)N/N=C/c1ccc([N+](=O)[O-])o1,-2.2
CCc1nc2c(OCc3ccccc3)cccn2c1N(C)C(=O)C(C)C,-2.1
C[C@@H]1CN([C@@H](C)CO)C(=O)c2cccc(NS(C)(=O)=O)c2O[C@H]1CN(C)CC1CCCCC1,0.5
COc1ccc(C(=O)N(C)c2c(C)n(C)n(-c3ccccc3)c2=O)cc1OC,0.6
CCCCCCOC(=O)c1ccccc1NC(=O)/C=C/C(=O)O,-0.8
O=C1C(=Cc2cn(-c3ccccc3)nc2-c2ccc(OCc3ccc(Cl)cc3)cc2)SC(=S)N1CCS(=O)(=O)O,-0.9
Nc1nccnc1C(=O)OCC(=O)NCCc1ccc(Cl)cc1,0.0
ON(CCc1ccccn1)Cc1ccccc1,-1.0
O=C(NC(=S)NCCN1CCOCC1)c1ccc(F)cc1,-0.6
COc1ccc(NC(=O)CN(C)C(=O)c2ccc3c(c2)S(=O)(=O)N=C2CCCCCN23)cc1,-0.5
CCNC(=S)N(CCc1c(C)[nH]c2ccccc12)Cc1cc(OC)c(OC)c(OC)c1,-1.6
CCOC(=O)N1CCN(c2c(NCc3ccc(N(C)C)cc3)c(=O)c2=O)CC1,0.8
CC(C)(C)c1cc(C(=O)N/N=C/c2ccco2)n[nH]1,-0.7

# Looked up above.
# For TTR transcr act, `Cc1nc2c(ccc3nc(NC(=O)C(c4ccccc4)c4ccccc4)sc32)s1` shows -4.7
# For TTR transcr act, `COc1ccc([C@H]2CC(=O)C=C(c3ccc(-c4ccccc4)c(F)c3)C2)cc1OC` shows 2.1
# For TTR transcr act, `COc1ccc(N(CC(=O)Nc2cc(C)ccc2C)S(=O)(=O)c2c(C)noc2C)cc1` shows -0.4
# For TTR transcr act, `Nc1ncnc2c1ncn2[C@@H]1O[C@H](CNC(=O)OC[C@@H](N)Cc2ccccc2)[C@@H](O)[C@H]1O` shows 1.5

# New compounds follow.
SMILES,TTR transcr act
CCC1(CC(C)C)SC(N)=NC1=O (stereo not drawn),1.4
Cc1ccc(S(=O)(=O)N/N=C/c2cc(Br)c(C)o2)cc1,1.0
O=C1c2ccccc2C(=O)N1CC#CCN1CCN(C(c2ccccc2)c2ccccc2)CC1,11*
O=C(NCc1ccccc1)c1ccc(C(=O)NCc2ccccc2)cc1,-1.6
Cn1nnnc1CCOCCc1nnnn1C,-5.0
CC(=O)C1CCC2C3CC(C)C4=CC(=O)CCC4(C)C3C(=O)CC12C (stereo not drawn),-1.5
CCC(=O)N1c2ccc(S(=O)(=O)CCC(=O)Nc3nccs3)cc2CC1C (stereo not drawn),4.4
COc1ccc([C@H]2C(C(=O)O)=C[C@@H](CC3CCCC3)N2S(=O)(=O)c2ccc(C)cc2)cc1OC,0.1
N#Cc1ccc(C(c2nnnn2C2CCCC2)N2CCC(Cc3ccccc3)CC2)cc1 (stereo not drawn),1.5
N#CCCCSc1nnc(CSc2nc3ccccc3s2)n1-c1ccccc1,-4.4
CC(OC(=O)CNC(=O)c1ccc(Cl)cc1)C(=O)NC1CCCCC1C (stereo not drawn),-0.4
N#Cc1ccc(OCC(=O)NCCc2ccccn2)cc1,2.8
O=Cc1ccccc1-c1cn(CCCOCc2ccccc2)nn1,0.5
CC(C)(C)c1cccc(Oc2nn[nH]n2)c1,-1.4
CCOC(=O)c1cc(-c2ccccc2)nn1-c1ccccn1,-0.9
c1ccc(OCCOCCSc2ncccn2)cc1,-1.3
N#Cc1ccccc1COC(=O)CCC(=O)c1cccs1,-0.5
N#Cc1ccc(Cn2ccc3ccc(-c4ccc5ccn(Cc6ccccc6)c5c4)cc32)cc1,-0.4
O=C(NCCN1CCOCC1)c1cc(-c2ccccc2Cl)on1,-1.0
O=C(Nc1ccc2ccccc2c1)/C(=C/c1cccc(Br)c1)NC(=O)c1ccco1,-1.1
Cc1ccc(S(=O)(=O)N2CC3(C)CN(S(=O)(=O)c4ccc(C)cc4)CC(C)(C2)C3=O)cc1,-1.5
COc1cc(C(=O)OCC(=O)NC2CCCCC2)cc2c1OCCO2,2.8
CC(C)(C)c1nn2cnnc2n(/N=C/c2cccc3ccccc23)c1=O,-1.0
CCCN(C(=O)c1cccc(-n2cccc2)c1)c1c(N)n(Cc2ccccc2)c(=O)[nH]c1=O,-0.3
Cc1ccc(N=Cc2cc(Cl)cc(Cl)c2O)nc1,-0.8
COCCNC[C@@]12CO[C@H](c3ccc(Cl)cc3)N1[C@@H](c1ccc(Cl)cc1)SC2,1.3
Cc1ccc(C(=O)N/N=C/c2cn(Cc3ccccc3)c3ccccc23)cn1,-2.2
N=c1sccn1CC(=O)N1CCc2ccccc21,-1.2
O=C(c1ccccn1)c1ncc(C(F)(F)F)cc1Cl,0.2
CCOC(=O)CSCC(=O)N1N=C(c2cccs2)CC1c1ccc(F)cc1 (stereo not drawn),-0.9
COc1cc(C(=S)N2CCOCC2)cc(Br)c1OS(=O)(=O)c1ccccc1,1.7
O=CN(Cc1ccccc1)c1cc([N+](=O)[O-])ccc1OCc1ccccc1,0.5
COc1ccc(NC(=O)c2ccc(NCCN3C(=O)CCC3=O)c([N+](=O)[O-])c2)cc1,1.4
COC(=O)c1csc(C2OC(CO)C(O)C2O)n1 (stereo not drawn),0.5
COc1ccc(CN2C(=O)c3ccccc3C2C(=O)NC2CCC(C)CC2)c(OC)c1 (stereo not drawn),-0.3
Cc1cccc(C(=O)N[C@H](C(=O)Nc2cccc(S(=O)(=O)N3CCCC3)c2)C(C)C)c1,-1.7

# Rewritten tab-delimited: entries from further up.
Structure	TTR transcr act
Cc1cccc(C(=O)N[C@H](C(=O)Nc2cccc(S(=O)(=O)N3CCCC3)c2)C(C)C)c1	-1.7
CCOC(=O)CSCC(=O)N1N=C(c2cccs2)CC1c1ccc(F)cc1 (stereo not drawn)	-0.9
O=C(c1ccccn1)c1ncc(C(F)(F)F)cc1Cl	0.2
O=CN(Cc1ccccc1)c1cc([N+](=O)[O-])ccc1OCc1ccccc1	0.5

# The results go on.
SMILES,TTR transcr act
CNc1ccc(Br)cc1C(O)c1ccccc1 (stereo not drawn),0.4
CCN1CCN(CCCNC(=O)c2ccc3c(c2)N(Cc2ccccc2)CCS3)CC1,1.1
CCOc1cc(/C=C2\N=C(C)OC2=O)cc(Br)c1OCC(=O)OC,-0.9
O=[N+]([O-])c1cccc(P(=O)(O)c2cccc([N+](=O)[O-])c2)c1,-1.3
CCN1C(=O)/C(=C2\Sc3ccccc3N2CC)OC1=S,1.0
O=C(Nc1ccccc1-c1ccccc1)c1ccccc1Br,3.8
CC(=O)c1c(C)[nH]c(C(=O)COc2ccc3c(C)cc(=O)oc3c2)c1C,12*
CC1Cc2ccccc2N1C(=O)CO/N=C/c1ccc(OC(F)F)cc1 (stereo not drawn),-0.4
COc1ccc(Cl)cc1NC(=S)NCCN1CCOCC1,0.2
O=C(CCc1ccccn1)N1CCCC(Nc2cccc(F)c2)C1 (stereo not drawn),-0.2
CCC(C)C1Nc2ccc(C(=O)NCc3ccc4c(c3)OCO4)cc2NC1=O (stereo not drawn),0.1
CCN(CCCNC(=O)c1cn(CC)c2ccc(S(=O)(=O)N(C)C)cc2c1=O)c1cccc(C)c1,2.0
Clc1ccc2[nH]c3c(c2c1)CNCC3,2.2
Cc1ccc(CN2CCCCC(NC(=O)c3ccccc3)C2=O)cc1 (stereo not drawn),-0.3
COc1ccc(S(=O)(=O)N2CCC(C(=O)NCc3ccccn3)CC2)cc1C,0.5
O=c1[nH]c(O)c(C=Nc2ccc(Cl)cc2Cl)c(=O)[nH]1,1.7
CCC(C(=O)NC1CCCC1)N(C(=O)Cn1nnc(-c2ccc(OC)c(OC)c2)n1)c1cccc(O)c1 (stereo not drawn),-0.3
CC1Cn2c(nc(=O)c3c2NCN(CCc2ccccc2)C3)S1 (stereo not drawn),-1.4
CCc1ccc(NC(=O)c2cnc3n(c2=O)CCS3)cc1,-1.9
C/C(Cn1nc([N+](=O)[O-])cc1C)=N\NC(=O)c1cccc(Br)c1,-2.4
COC(=O)[C@]12C[C@H](CC(=O)N3CCOCC3)C(=O)N(Cc3cccc4ccccc34)C1=C[C@H](C1CCCC1)O[C@@H]2C,-1.0
CCN(CC)c1ccc(NC(=S)NC(=O)c2ccco2)cc1,0.0
Cc1ccccc1N=CC1=C(O)c2ccccc2C1=O,1.5
Cc1ccc(OCCNC(=O)c2ccc(C)cc2)cc1,1.0
COc1cccc(-c2cc(C(=O)NCc3ccc(Cl)cc3)no2)c1,0.4
CNC[C@@H]1OCc2ccccc2-c2c(n(C)c3ccccc23)C(=O)N([C@@H](C)CO)C[C@@H]1C,-1.5
COC(=O)C1C2CC(C(Br)C2Br)C1C(=O)O (stereo not drawn),-0.5
COc1ccc(-c2cc(CCC(=O)N3CCN(c4cc(C)ccc4C)CC3)on2)cc1,-1.9

# Screening results: PubChem BioAssay, The Scripps Research Institute Molecular Screening Center

# This is a subset; count on the stated rates, not on these rows.
